Coupling enz – counter-screen for Giardia aldolase inhibitors: coupling enzyme system; coupling enzyme system counterscreen, AmpLite Red fluorescence; activity change, negative = inhibition, % at 58.2 µM, hits read low; hit rate 0.67% among 290,000; AID 2472; in the data active = activity change below about -30%; note: % is set by controls: 0 for no effect and ±100 for the full control effect
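Counterscreen lacking aldolase: glyceraldehyde-3-phosphate coupling-enzyme reagent preincubated 10 min at RT with compound (at 57.5 uM final), then substrate/coupling system with AmpLite Red added; fluorescence read at 525/598 nm after 20 min RT.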
S-ASM inh – human S-ASM enzyme inhibition; Potency, µM (highest dose often 57.5 µM), for the others: top-dose activity change, negative = inhibition, actives largely listed as inhibitors; hit rate 0.006% among 340,000; placental ASM, HMU-PC fluorogenic substrate, 60 min; note: potency is the fitted concentration of half-maximal effect
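Steps: dispense placental human ASM, pin compound, wait 10 min at room temperature, add HMU-PC0 substrate at 9 uM final, incubate 60 min at 37 °C, add stop solution raising pH to 10, read fluorescence.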
Integrin act MD – activates integrin-mediated alleviation for muscular dystrophy; alpha7betagal myoblasts, beta-gal FDG fluorescence, 48 h; Potency, µM (series often up to 38.3 µM), inactives show at the highest dose activation, hits mostly activators; hit rate 0.064% among 350,000;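 note: potency is the fitted concentration of half-maximal effect; 100% = response of the positive control SU9516; nearly all actives have a fitted effect of over 60% in size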
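alpha7betagal+/- myoblasts (passage 13, 250/well) treated 48 h at 37C with compounds at 1:260 dilution of DMSO stock. Lysed, then beta-galactosidase activity read as FDG fluorescence (ex 480/em 540) after 30 min, with pre-read for autofluorescence.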
PKM2 act – increases activity of human pyruvate kinase M2 | Potency, µM (series often up to 57.5 µM), for inactives: top-dose activation, most hits filed as activators | AID 1631 | purified PKM2, Kinase-Glo ATP luminescence, activation; response scale: 0% is enzyme alone, no compound | hit rate 0.34% among 260,000; note: potency is the fitted concentration of half-maximal effect; % is set by controls: 0 for no effect and ±100 for the full control effect; nearly all actives have a fitted effect of over 55% in size
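Purified hPK-M2 (>95% pure) converted ADP (0.1 mM final) to ATP with 0.5 mM PEP in 50 mM imidazole pH7.2, KCl, MgCl2, Tween 20, BSA; 1 h at room temperature. ATP detected by Kinase-Glo luminescence.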
Menin MLL FP TR – inhibitors of human menin-MLL interaction, mutant MLL peptide; AID 1768; hit rate 0.23% among 270,000; Menin + Texas Red MLL mutant peptide, fluorescence polarization; Potency, µM (doses to about 61.6 µM), for inactives: at the highest dose FP activity change, negative = inhibition, hits mostly inhibitors; O00255; active = well fitted inhibition curve with a large enough effect in the polarisation, with a control signal flat, not every such curve was filed as active; inconclusive = small, poorly fitted or top-dose-only effect, or effect the other way, or a change in a side signal; inactive = no such curve, though single readings can be large or run the other way; the % refers to the polarisation; note: potency is the fitted concentration of half-maximal effect; % of control where 0% means no effect; many of its hits are not listed in these tables
Target sequence (O00255 whole entry, looked up): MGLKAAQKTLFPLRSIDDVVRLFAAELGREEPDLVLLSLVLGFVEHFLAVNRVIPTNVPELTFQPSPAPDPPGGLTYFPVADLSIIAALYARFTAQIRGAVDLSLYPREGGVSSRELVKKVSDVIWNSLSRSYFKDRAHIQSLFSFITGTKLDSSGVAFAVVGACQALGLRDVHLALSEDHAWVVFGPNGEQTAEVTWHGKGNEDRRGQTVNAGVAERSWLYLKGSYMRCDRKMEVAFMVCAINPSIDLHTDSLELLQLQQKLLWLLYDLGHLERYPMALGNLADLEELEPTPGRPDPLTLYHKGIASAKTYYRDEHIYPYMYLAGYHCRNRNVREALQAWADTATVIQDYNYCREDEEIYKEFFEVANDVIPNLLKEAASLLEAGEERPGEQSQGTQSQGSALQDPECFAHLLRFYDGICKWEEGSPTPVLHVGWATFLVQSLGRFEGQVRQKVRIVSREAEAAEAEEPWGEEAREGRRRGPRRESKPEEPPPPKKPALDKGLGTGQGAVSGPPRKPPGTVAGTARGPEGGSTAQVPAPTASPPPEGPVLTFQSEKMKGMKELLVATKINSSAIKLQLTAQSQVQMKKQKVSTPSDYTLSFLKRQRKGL
Giardia killer – kills Giardia lamblia. Giardia lamblia trophozoite viability. activity change, % at 7.66 µM, hits read low. hit rate 0.15% among 340,000. AID 540267; in the data active = activity change below about -80%; inconclusive = between about -30% and that limit;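 note: parasites exposed to compound for two days anaerobically before the ATP read; % is set by controls: 0 for no effect and ±100 for the full control effect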
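ATP-content bioluminescence gauges trophozoite survival. Cells (100/well) receive compound and incubate anaerobically for 48 hrs at 37 deg C; detection reagent follows for 15-30 min at room temperature.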
GALK inhibitor – blocks human galactokinase activity. P51570. Purified GALK, Kinase-Glo residual ATP luminescence. Potency, µM (top dose mostly 57.5 µM), for inactives: top-dose activity change, negative = inhibition, usual class: inhibitors. hit rate 0.007% among 270,000; note: potency is the fitted concentration of half-maximal effect; % is set by controls: 0 for no effect and ±100 for the full control effect
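5 nM enzyme, 35 uM ATP, 100 uM galactose, 20 mM HEPES pH8.0, 5 mM MgCl2; 1 h RT; residual ATP by Kinase-Glo Plus luminescence, qHTS format.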
Tb PFK inh – blocks T. brucei phosphofructokinase. O15648. T. brucei PFK, ADP-Glo luminescence. Potency, µM (series often up to 57.5 µM), for the others: at the highest dose activity, negative = inhibition, usual class: inhibitors. hit rate 0.17% among 330,000. AID 485367;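 note: potency is the fitted concentration of half-maximal effect; 0% = uninhibited 1x PFK enzyme wells and -100% = no-enzyme wells; nearly all actives have a fitted effect of over 60% in size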
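Luminescent ADP detection (ADP-Glo, two-step: ATP depletion then ADP-to-ATP conversion for luciferase) reported PFK activity after 45 min room-temperature reaction of 1.25 nM enzyme with 0.5 mM F6P and 0.1 mM ATP at pH 8.0.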
Chronic BCR inh – chronic active BCR signaling inhibition; hit rate 0.05% among 340,000; AID 493014; Potency, µM (titrated, usually from 46.1 µM), for inactives: at the highest dose ratio change, negative = lower green/red ratio, hits mostly inhibitors; ABC-DLBCL IkBa-CBG/CBR reporter, luminescence ratio, 4 h; active = well fitted inhibition curve with a large enough effect in the signal ratio, with a control signal flat, not every such curve was filed as active; inconclusive = small, poorly fitted or top-dose-only effect, or effect the other way, or a change in a side signal; the % refers to the signal ratio;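 note: potency is the fitted concentration of half-maximal effect; plate controls were basal doxycycline-induced cells for no effect and cells given 10 µM MG132 for full effect; MG132 reads +100%, hits lower the ratio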
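Compounds up to 46 uM were incubated four hours with TMD8 cells whose green CBG68 luciferase is fused to IkappaBalpha; red CBR luminescence normalised the signal, and concentration-effect curves were fitted to fusion, red and ratio data.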
TSG101-PTAP inh – blocks PTAP/TSG101 interaction to inhibit HIV-1 budding | Fluorescence polarization, FITC-PTAP peptide / Tsg101 binding | AID 493005 | Potency, µM (series often up to 115 µM), inactives show top-dose activity change, negative = inhibition, most hits filed as inhibitors | 340,000 tested, under 10 active; active = well fitted inhibition curve with a large enough effect in the main read-out, with a control signal flat, not every such curve was filed as active; inconclusive = small, poorly fitted or top-dose-only effect, or effect the other way, or a change in a side signal; inactive = no such curve, though single readings can be large or run the other way; note: potency is the fitted concentration of half-maximal effect; % of control where 0% means no effect
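Fluorescence polarization binding of Tsg101 binding domain (10 uM final) to FITC-labeled PTAP peptide (50 nM final) in HEPES pH 7.5 buffer with NaCl, Tween 20, EDTA, TCEP. Compounds added before peptide; binding 20 min at RT.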
B2AR arrestin – beta2AR (human) beta-arrestin recruitment activity | P07550 | beta-arrestin recruitment to beta2AR, cell-based reporter | Potency, µM (doses to about 46.1 µM), for inactives: top-dose activation, actives largely listed as activators | hit rate 0.02% among 330,000 | AID 492947;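 note: potency is the fitted concentration of half-maximal effect; 0% = DMSO controls and full agonism = EC100 isoproterenol or metaproterenol; nearly all actives have a fitted effect of over 65% in size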
Target sequence (P07550 whole entry, looked up): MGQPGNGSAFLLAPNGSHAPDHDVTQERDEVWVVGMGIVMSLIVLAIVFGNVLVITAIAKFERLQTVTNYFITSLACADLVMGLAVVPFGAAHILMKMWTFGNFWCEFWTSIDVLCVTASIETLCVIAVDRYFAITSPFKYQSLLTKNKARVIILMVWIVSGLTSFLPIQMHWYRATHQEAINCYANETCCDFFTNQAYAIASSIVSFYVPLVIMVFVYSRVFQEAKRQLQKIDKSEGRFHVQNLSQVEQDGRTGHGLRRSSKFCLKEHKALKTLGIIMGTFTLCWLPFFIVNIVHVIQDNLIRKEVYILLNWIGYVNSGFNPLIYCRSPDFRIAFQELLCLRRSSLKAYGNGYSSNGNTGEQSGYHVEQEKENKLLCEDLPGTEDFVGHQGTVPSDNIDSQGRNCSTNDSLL
An asterisk follows results filed as active; ? = inconclusive; nt = no result given; [ ] = another dose, or the depositor's remark. Unless noted, calls come from the whole dose curve; as a rule, active = well fitted curve in the direction sought with a large enough effect; inconclusive = small, poorly fitted or top-dose-only effect, or another doubt; inactive = no such curve, though single readings can be large; an effect the other way counts as inactive or inconclusive. A portion of the library. The share of hits here may be higher or lower than overall.

compound,GALK inhibitor,Integrin act MD,S-ASM inh,Giardia killer,TSG101-PTAP inh,PKM2 act,Coupling enz,B2AR arrestin,Tb PFK inh,Chronic BCR inh,Menin MLL FP TR
Cc1nc(SCC2(C)CC2(Cl)Cl)n[nH]1 (stereo not given),-2%,?,4%,-20,0%,0%,0,0.1%,1%,5%,-6%
CC(C)(C)Nc1nc(OCC(F)(F)F)nc(OCC(F)(F)F)n1,0%,-10%,-1%,12,-2%,9%,1,-0.1%,0%,2%,-2%
CCc1noc(C)c1C(=O)N(CC)CC(=O)Nc1cc(Cl)ccc1C,nt,?,6%,13,-8%,nt,nt,-0.2%,-1%,?,nt
C#CCOCCOCCOCCNc1nc(N2CCN(C(=O)[C@H](Cc3ccc(O)cc3)n3cc(C(N)CC(C)C)nn3)CC2)nc(N2CCN(C(=O)[C@H](CCC(=O)O)n3cc(C(N)[C@H](C)CC)nn3)CC2)n1 (stereo not given in full),2%,13%,-7%,4,1%,1%,2,-0.1%,-7%,1%,-26%
Cc1cccc(C(=O)Nc2oc(-c3ccccc3)cc2C#N)c1,3%,6%,27%,4,0%,0%,2,0.1%,-3%,?,?
O=C(Cc1ccc(-n2cccc2)cc1)NCc1ccccc1Cl,1%,18%,1%,-29,2%,1%,-2,-1.9%,-4%,?,-12%
S=c1[nH]nc(CNc2ccc(Cl)cc2)n1Cc1ccccc1,-4%,11%,-3%,-4,0%,-6%,6,0.0%,0%,?,11%
O=C(COc1ccccc1F)NC1CC1,0%,-3%,7%,3,-10%,9%,0,0.1%,-15%,0%,13%
C=CCSc1nnc(-c2ccc(Cl)cc2Cl)o1,1%,-10%,-3%,-2,-6%,-3%,3,-0.1%,1%,?,-9%
COC(=O)[C@H](C)NC(=O)COc1ccccc1,2%,6%,3%,-8,0%,1%,4,-0.2%,-6%,6%,6%
CCc1nnc(NC(=O)C2=CCN(S(=O)(=O)c3ccccc3)CC2)s1,-4%,6%,-3%,-13,-1%,0%,-1,-1.0%,2%,11%,nt
CC(=O)O/N=C1\C(=O)N(Cc2ccc(C)cc2)c2ccccc21,-1%,-28%,-4%,-13,-3%,2%,8,0.3%,-1%,?,-16%
C/C(=N/NC(=O)C(O)(c1ccccc1)c1ccccc1)c1ccc([N+](=O)[O-])o1,0%,0%,-4%,-90*,-3%,5%,-5,0.4%,-6%,5%,12%
COCc1c(C(=O)OCc2nc(N)nc(Nc3ccccc3C)n2)oc2ccccc12,-4%,0%,-3%,-2,-8%,-20%,0,-0.4%,-1%,1%,14%
O=C(c1ccc2[nH]c3c(c2c1)CCCC3)N1CCN(c2ccc(F)cc2)CC1,1%,19%,-11%,0,-7%,1%,2,0.1%,0%,?,-2%
O=C(CNC(=O)c1cccs1)c1ccc(F)cc1,-2%,-5%,4%,-3,-6%,0%,1,0.0%,-4%,?,4%
CC(C(=O)NC1CCCC1)N(Cc1ccc2c(c1)OCO2)C(=O)c1snc(C(N)=O)c1N (stereo not given),2%,14%,100%[activator],-6,0%,-7%,1,0.2%,1%,-1%,-2%
C=CCN(CC=C)C(=S)Nc1ccc(OC)c(OC)c1,4%,8%,-3%,-4,-1%,21%,-13,0.0%,0%,-7%,-25%
COc1ccc(C(=O)CC(=O)C(=O)Nc2ccc(C)c(C)c2)cc1,5%,-9%,6%,-15,3%,nt,1,-0.9%,-11%,-2%,-1%
COc1ccc(NC(=O)/C=C/c2ccc(S(=O)(=O)N3CCOCC3)cc2)cc1,nt,-45%,1%,7,0%,nt,nt,0.1%,5%,0%,nt
Cc1ccc(C)c(C(=O)COC(=O)c2nn(C)c(=O)c3ccccc23)c1,nt,14%,-8%,-4,-2%,nt,nt,-0.5%,-1%,-10%,nt
O=C(N/N=C1\CC2CC=CC12)c1ccc(O)cc1 (stereo not given),9%,10%,0%,11,0%,-1%,-4,-0.1%,0%,?,-7%
Cc1ccc(S(=O)(=O)/N=C(/Nc2nc(C)cs2)c2ccccc2)cc1,nt,-29%,0%,0,-5%,nt,nt,-0.1%,-1%,6%,nt
CCCCN(CCCC)C(=O)CN(C)S(=O)(=O)c1ccc2c(c1)n(C)c(=O)c(=O)n2C,1%,-19%,6%,5,nt,-1%,-1,-1.0%,22%,-6%,-8%
Cc1ccc(C)c2nc(SCC(=O)N3CCCc4ccccc43)c(C#N)cc12,1%,7%,-8%,-3,0%,-1%,3,0.2%,-18%,-1%,0%
[N-]=[N+]=NC(c1ccccc1)c1nc2ccccc2[nH]c1=O (stereo not given),nt,-13%,13%,1,-5%,nt,2,-0.9%,-7%,-7%,8%
CCSc1ncc(/C=N/Nc2ccccc2)n1C,1%,-7%,-1%,5,-2%,9%,-1,0.0%,-1%,-1%,-10%
COC(=O)C1=C(N)OC2=C(C(=O)CCC2)C1c1ccccc1OC (stereo not given),-1%,26%,5%,3,-3%,3%,3,0.0%,0%,5%,nt
CC(C)(C)[C@H]1COC(=O)CC/C=C\C[C@H](CC(=O)N(CCO)Cc2ccccc2)C(=O)N1,nt,10%,1%,-6,nt,nt,nt,0.3%,-6%,3%,nt
Cc1noc(C)c1NC(=O)N(C)C[C@H]1Oc2ccc(NC(=O)C3CC3)cc2C(=O)N([C@H](C)CO)C[C@@H]1C,nt,1%,7%,2,-1%,nt,nt,0.1%,0%,0%,nt
COc1ccc(NC(=O)C2=Cc3ccccc3OC2)cc1,4%,?,-4%,0,1%,-7%,-7,-0.1%,1%,?,5%
Cc1ccccc1-c1nc(SCc2ccccn2)c2c(=O)n(C)c(=O)n(C)c2n1,3%,-5%,1%,-10,1%,1%,3,-0.3%,0%,0%,-12%
COCCn1ccc2c(OCC(=O)Nc3cc(OC)ccc3OC)cccc2c1=O,nt,19%,nt,-10,-1%,nt,nt,-0.4%,18%,8%,nt
O=C(NCc1cccs1)c1noc2c1CCCC2,1%,0%,-2%,-8,-6%,-1%,2,0.0%,0%,-5%,?
COC(=O)CSc1nnc(CNc2ccc(Cl)cc2)n1-c1ccccc1,-5%,0%,3%,4,-2%,5%,3,-0.9%,3%,0%,7%
Cc1ccc(NC(=O)COC(=O)c2ccc(S(=O)(=O)N3CCCC3)cc2)cc1,nt,8%,4%,5,-3%,nt,nt,-0.2%,4%,2%,nt
CCOc1ccc(N(CC(=O)NC2CCCCC2)S(=O)(=O)c2ccccc2)cc1,-2%,5%,5%,0,-1%,4%,3,0.3%,1%,3%,-4%
CC(C)=CCCC1(C)C=Cc2c(c(C)cc3c2[nH]c2cc(O)ccc23)O1 (stereo not given),-6%,-43%,?,-7,-4%,-3%,-5,-0.4%,-5%,?,nt
C/C(N)=C(/C#N)C(=O)COC(=O)CNC(=O)c1ccc(Cl)cc1Cl,-2%,-6%,1%,-28,-3%,-4%,1,0.0%,4%,-5%,4%
O=C(CCc1nc2ccccc2c(=O)[nH]1)N1CCN(S(=O)(=O)c2cccc(F)c2)CC1,0%,-13%,-2%,-3,nt,24%,2,-0.2%,0%,2%,-1%
N=c1c(-c2nc3ccccc3[nH]2)cc(C(=O)c2ccco2)nn1-c1ccccc1,nt,21%,-22%,47[activator],-13%,8%,-4,-0.5%,2%,-5%,-11%
COc1ccc(C)cc1NC(=O)Cn1cnnn1,8%,0%,3%,9,-3%,2%,1,-0.1%,5%,-1%,8%
CS(=O)(=O)N1CC(C(=O)NN)Oc2ccc(Cl)cc21 (stereo not given),1%,23%,2%,-11,-2%,1%,2,0.0%,?,-1%,8%
CC(NCc1ccc(-c2ccccc2)cc1)C(O)c1ccccc1 (stereo not given),4%,-62%[inhibitor],-2%,1,1%,-8%,6,-2.0%,4%,?,-21%
O=C(CNC(=O)c1ccccc1C(=O)O)c1ccccc1,4%,-16%,2%,-2,-1%,-3%,0,-1.2%,-1%,1%,-12%

Screens deposited in PubChem by National Center for Advancing Translational Sciences (NCATS).
